Assay outcomes: PubChem, several laboratories
MCL1 BIM primary = disrupts human MCL1 binding to BIM-BH3 peptide. Q07820. GST-MCL1 / FITC-Bim-BH3 fluorescence polarization. inhibition, % at 10.9 µM. 320,000 compounds, 0.68% hits. AID 2057;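 active = inhibition above the mean inhibition of all tested compounds plus 3 SD, set per campaign, cut at about 40% in these data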;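 also: 0% = DMSO wells and 100% = unlabeled Bim-BH3 peptide control; higher means more loss of mP so more displacement of Bim peptide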
GLD-1 TGE inh = GLD-1-TGE RNA interaction inhibition (C. elegans); Q17339; purified GLD-1 + fluorescein TGE RNA, fluorescence polarization; inhibition, % at 5.96 µM; 320,000 compounds, 0.44% hits; AID 2280;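 active = percent inhibition above a per-plate cutoff, the plate mean of test compounds plus 3 SD, cut at about 30% in these data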;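 also: 0% = DMSO wells with GLD-1 and probe and 100% = wells lacking GLD-1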
PME-1 inh = blocks human protein phosphatase methylesterase 1. Q9Y570. recombinant PME-1, FP-Rh probe fluorescence polarization. inhibition, % at 5.9 µM. 320,000 compounds, 0.53% hits. AID 2130;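 active = inhibition above the campaign mean of all compounds plus 3 SD, cut at about 26% in these data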;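 also: competitive labeling of PME-1 active site by serine hydrolase directed probe; 0% = PME-1 with DMSO and 100% = wells lacking PME-1 enzyme; inhibitors block probe labeling so polarization falls and inhibition rises; many of its hits are not listed in these tables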
Target sequence (Q9Y570 whole entry, looked up): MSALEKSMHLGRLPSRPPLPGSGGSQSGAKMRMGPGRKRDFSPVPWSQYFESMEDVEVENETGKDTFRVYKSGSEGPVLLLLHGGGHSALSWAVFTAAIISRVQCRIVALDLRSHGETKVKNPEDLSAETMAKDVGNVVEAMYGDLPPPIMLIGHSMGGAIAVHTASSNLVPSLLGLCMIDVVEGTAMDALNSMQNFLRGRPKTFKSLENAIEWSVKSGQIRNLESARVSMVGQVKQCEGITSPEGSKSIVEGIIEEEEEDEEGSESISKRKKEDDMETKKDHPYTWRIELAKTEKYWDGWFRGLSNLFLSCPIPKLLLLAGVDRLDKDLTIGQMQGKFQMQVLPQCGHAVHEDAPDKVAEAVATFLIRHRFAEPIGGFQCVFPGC
BCLXL inh = Bcl-xL (human) inhibition; inhibition, % at 10.9 µM; 320,000 compounds, 0.7% hits; GST-Bcl-xL / FITC-Bim BH3 peptide fluorescence polarization;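 active = inhibition above the mean of all tested compounds plus 3 SD, cutoff set per campaign, cut at about 30% in these data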;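 also: 0% = DMSO wells and 100% = unlabeled Bim-BH3 peptide competitor; inhibitors lower millipolarization by displacing the labeled peptide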
MEX-5 binding = C. elegans MEX-5 TCR-2 RNA binding activity; Q9XUB2; 300,000 compounds, 0.38% hits; MEX-5/FITC-TCR2 RNA binding, fluorescence polarization; hits give low values; activity score (negative = inhibition of binding), % at 10 µM;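 active = inhibition past about -25% in most replicates, and total fluorescence under double the plate's negative control median, limit read from the data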;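 also: 0% = DMSO and -100% = 5 µM competing unlabeled TCR2 RNA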
Target sequence (Q9XUB2 whole entry, looked up): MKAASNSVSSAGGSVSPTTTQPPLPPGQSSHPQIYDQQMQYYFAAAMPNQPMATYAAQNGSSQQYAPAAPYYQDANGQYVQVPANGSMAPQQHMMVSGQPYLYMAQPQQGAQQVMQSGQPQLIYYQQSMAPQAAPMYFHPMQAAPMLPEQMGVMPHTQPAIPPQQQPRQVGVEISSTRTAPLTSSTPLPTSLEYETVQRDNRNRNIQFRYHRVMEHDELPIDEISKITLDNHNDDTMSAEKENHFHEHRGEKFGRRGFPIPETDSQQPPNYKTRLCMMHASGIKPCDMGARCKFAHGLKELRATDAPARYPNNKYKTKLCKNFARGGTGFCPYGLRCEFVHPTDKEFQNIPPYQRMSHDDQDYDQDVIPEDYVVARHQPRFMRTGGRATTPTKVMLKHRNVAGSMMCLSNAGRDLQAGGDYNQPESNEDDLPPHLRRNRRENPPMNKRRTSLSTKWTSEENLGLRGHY
pPAFAH FP inh = inhibitors of human plasma PAF acetylhydrolase (pPAFAH) | inhibition, % at 3.39 µM | Q13093 | 330,000 compounds, 1.5% hits | recombinant pPAFAH, FP-rhodamine probe fluorescence polarization;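 active = inhibition above the mean inhibition across the screen plus 3 SD, cut at about 25% in these data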;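 also: inhibitors block binding of the rhodamine activity-based probe so polarization drops; 0% = enzyme with DMSO and 100% = wells lacking pPAFAH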
PAFAH1B2 FP inh = PAFAH1B2 (human) inhibition; recombinant PAFAH1B2, FP-rhodamine activity probe, fluorescence polarization; inhibition, % at 3.39 µM; 340,000 compounds, 1.2% hits; AID 492953;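 active = inhibition above the mean of all tested compounds plus 3 SD, cut at about 24% in these data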;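 also: 0% = enzyme with DMSO and 100% = wells lacking PAFAH1B2; many of its hits are not listed in these tables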
AHR act = human AHR activation; P35869; AHR-responsive luciferase reporter cells, luminescence; activation, % at 5 µM; 320,000 compounds, 2.5% hits; in the data active = activation above about 47%;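 also: 0% = vehicle wells and 100% = reference agonist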
Fam108B counter = counter-screen for RBBP9 inhibitors: inhibitors of mouse Fam108B | recombinant Fam108B, FP-Rh probe fluorescence polarization | inhibition, % at 9.51 µM | 300,000 compounds, 0.33% hits | AID 1947;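 active = inhibition above the screen mean inhibition plus 3 SD, computed separately per campaign, cut at about 18% in these data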;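 also: inhibitors lower polarization as less probe binds the enzyme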
The depositor's hits bear a star; x = no result given. The list is partial; rates above refer to the full screens.

mol,PAFAH1B2 FP inh,pPAFAH FP inh,BCLXL inh,Fam108B counter,GLD-1 TGE inh,MCL1 BIM primary,AHR act,PME-1 inh,MEX-5 binding
CC(CCc1ccco1)NC(=O)c1cccc2c1C(=O)N(C1CCCCC1)C2 (stereo not given),2,2,1,-1,9,-7,0,0,0.9
Cc1ccc(NC(=O)CN2CCOCC2)cc1,4,1,7,5,6,7,0,2,-0.6
Cc1cccc(N2CCN(S(=O)(=O)c3ccc4c(c3)NC(=O)C(C)S4)CC2)c1C (stereo not given),8,3,12,-8,6,11,-1,-8,-0.5
O=C1NC(=Nc2cccc(O)c2)S/C1=C\c1cccnc1,-2,6,3,1,4,3,5,0,-3.5
CCn1cc(CN2CCC(C(=O)Nc3cccc(-c4cccc(Cl)c4)c3)CC2)c(C)n1,-3,3,0,1,6,5,-2,-2,3.1
Cc1ccc(NC(=O)COC(=O)[C@@H]2CCCN2C(=O)c2cccs2)cc1S(=O)(=O)N(C)C,4,-4,-1,-7,-1,-5,0,4,-1.1
CCCc1nnc(SCCSc2nnc(CCC)n2N)n1N,6,1,2,-1,7,-5,2,-7,-2.4
COc1cccc(/C=N/n2c(C3CCCCC3)n[nH]c2=S)c1,7,11,-16,-3,0,-27,3,-7,4.3

mol,PAFAH1B2 FP inh,pPAFAH FP inh,BCLXL inh,Fam108B counter,GLD-1 TGE inh,MCL1 BIM primary,AHR act,PME-1 inh,MEX-5 binding
CCOC(=O)C1=NNC2(CC(=O)N(c3cccc(C)c3)C2=O)C1 (stereo not given),0,-4,5,-1,2,3,-1,-5,0.6
O=C(c1ccc(S(=O)(=O)NCC2CCCO2)cc1)N1CCc2ccccc21 (stereo not given),1,7,6,-2,2,10,2,4,-0.1
Cc1ccc(C)c(N2CCN(S(=O)(=O)c3cn(C)cn3)CC2)c1,0,1,0,2,-2,-2,1,5,-0.5
CCCc1cc(=O)[nH]c(SCC(=O)N2CCN(S(=O)(=O)c3ccc4ccccc4c3)CC2)n1,11,1,3,2,4,7,0,4,1.4
Cc1cc(C)cc(Oc2ccccc2/C=C\C(=O)O)c1,4,-1,12,0,-5,8,-4,0,x
CCOc1ccc(S(=O)(=O)NCc2csc(C)n2)cc1,3,3,5,-2,5,-1,-1,1,0.1
CCOC(=O)C1CCN(C(=O)c2cccnc2Oc2ccc(Cl)cc2)CC1,2,1,5,4,1,12,1,3,2.3
CCCC(C)NC(=O)c1cccc(Oc2ccccc2)c1 (stereo not given),6,4,0,0,5,-3,3,1,-0.9

mol,PAFAH1B2 FP inh,pPAFAH FP inh,BCLXL inh,Fam108B counter,GLD-1 TGE inh,MCL1 BIM primary,AHR act,PME-1 inh,MEX-5 binding
COCc1cc(C)nc(N2CCOCC2)c1C#N,1,8,8,-4,5,6,1,2,2.8
C=CCNC(=O)C1CC2Cn3c(nc4cc(Cl)c(Cl)cc43)C2N1C (stereo not given),6,7,4,1,1,2,4,4,0.9
O=C1C2C3C=CC(CC3)C2C(=O)N1c1cccc(Br)c1 (stereo not given),6,2,-2,-5,6,4,-2,1,0.9
Clc1ccc(/C=N/Nc2nnc(-c3ncc[nH]3)c3ccccc23)cc1,3,8,2,-1,0,4,76*,24,-2.8
Cc1ccnc(SCCn2c(N3CC(C)OC(C)C3)nc3c2c(=O)n(C)c(=O)n3C)n1 (stereo not given),-1,1,4,-5,2,4,-1,11,-0.5
O=C1CN=CN=CN1c1ccc(Cl)cc1Cl,-1,4,4,0,-7,15,-2,-5,5.1
COc1ccccc1-c1nnc(SCC(=O)NCc2cccs2)n1N,5,0,3,-1,6,3,1,-4,0.6
COc1ccc(CCNC(=O)C2CCN(C(=O)c3ccc(Cl)cc3)CC2)cc1,6,-1,-3,-2,3,-11,-2,-1,3.1

mol,PAFAH1B2 FP inh,pPAFAH FP inh,BCLXL inh,Fam108B counter,GLD-1 TGE inh,MCL1 BIM primary,AHR act,PME-1 inh,MEX-5 binding
COc1ccc(CN2CCNC(=O)C2CC(=O)NCCc2nc(C)c(C)s2)c(OC)c1 (stereo not given),4,4,8,-3,12,14,-1,-3,-1.4
CCc1cc2c(N3CCN(c4ccccc4)CC3)ncnc2s1,0,5,7,0,-3,7,-5,-1,10.0
Fc1ccccc1NC(=S)NCc1ccc2c(c1)OCO2,3,1,6,-1,0,15,3,1,0.2
Cc1ccc(S(=O)(=O)N2CCC(C(=O)NCCCN3CCOCC3)CC2)cc1,-5,2,2,4,-1,4,-1,-3,-1.5
COc1ccc(-n2nnc3c(=O)n(CC(=O)Nc4ccc5c(c4)OCCO5)cnc32)cc1OC,-6,2,-45,-22,-1,-108,-1,-52,-1.6
Cc1ccc(NC(=O)C2CCCN(S(=O)(=O)c3cccs3)C2)cc1 (stereo not given),1,5,-3,-7,7,-1,15,-3,1.2
CC(=O)C1=C(O)C(=O)N(c2ccc(C)cc2)C1c1ccccn1 (stereo not given),3,-1,0,3,2,1,9,2,1.8
CCOC(=O)c1c(CN2CCN(Cc3ccccc3)CC2)n(C)c2cc(Br)c(OC)cc12,1,5,2,-5,-2,-2,1,-5,-2.5

mol,PAFAH1B2 FP inh,pPAFAH FP inh,BCLXL inh,Fam108B counter,GLD-1 TGE inh,MCL1 BIM primary,AHR act,PME-1 inh,MEX-5 binding
Cc1nn(C)c(=S)n1-c1ccc(Cl)cc1,0,1,6,0,-1,5,5,3,-0.9
COc1ccc(CCN2C(=O)N[C@@H](C(C)C)C2=O)cc1,0,3,0,-2,2,4,0,4,3.4
CC(C)(C)C(=O)NC(=S)NNC(=O)c1sc2ccccc2c1Cl,8,6,3,6,0,-6,43,-3,-0.2
CCC(C)Sc1ccc([C@H]2N[C@@](C)(C(=O)OC)[C@H]3C(=O)N(CC)C(=O)[C@@H]23)cc1 (stereo not given in full),2,4,-6,2,5,-5,0,0,-0.6
CN(C)S(=O)(=O)N1CCCN(S(=O)(=O)N(C)C)CC1,4,2,4,-3,5,4,1,2,0.6
COc1ccc(CCN(C)CC(O)COc2ccc(C(C)=O)cc2OC)cc1OC (stereo not given),8,5,6,1,3,6,1,2,-0.1
CCCn1c(N)c(N(CCOC)C(=O)c2cc(C)cc(C)c2)c(=O)[nH]c1=O,2,1,0,2,4,0,-2,-3,0.8
O=C(OCc1ccccc1)c1cn(-c2ccccc2)nc1-c1ccncc1,-1,15,4,0,0,2,11,2,1.0

mol,PAFAH1B2 FP inh,pPAFAH FP inh,BCLXL inh,Fam108B counter,GLD-1 TGE inh,MCL1 BIM primary,AHR act,PME-1 inh,MEX-5 binding
CCCCN(CC)S(=O)(=O)c1ccc(C(=O)Nc2nnc(-c3cccs3)o2)cc1,x,9,7,0,2,12,4,-1,2.5
CCNc1nc(C)c(CN(C(C)=O)c2ccccc2)nc1C#N,0,5,7,3,3,-1,20,-7,-0.9
Clc1ccc(N2N=C(c3cccs3)CC2c2ccco2)cc1 (stereo not given),5,6,4,0,5,2,-1,2,-1.6
CC(Oc1ccc2cc(-c3ccccc3)c(=O)oc2c1)C(=O)NCC1CCC(C(=O)O)CC1 (stereo not given),-4,-7,2,-1,3,-1,0,2,1.3
Cc1cc(C)cc(N(CC(=O)N2CCCC2)S(C)(=O)=O)c1,5,7,6,-5,7,12,-2,0,-0.1
N#CCCn1cc(C=C(C#N)C#N)c(-c2ccc(Cl)cc2)n1,x,1,3,-2,0,1,-2,-1,-3.7
O=C(Nc1ccc2[nH]ncc2c1)C1CCC1,0,6,6,3,-165,9,0,0,0.4
COCCNC(=O)c1ccc(C2SCC(=O)N2Cc2ccco2)cc1 (stereo not given),-1,2,2,4,5,3,0,2,-1.5

mol,PAFAH1B2 FP inh,pPAFAH FP inh,BCLXL inh,Fam108B counter,GLD-1 TGE inh,MCL1 BIM primary,AHR act,PME-1 inh,MEX-5 binding
CC(C)Cn1c(=O)n(C)c(=O)c2[nH]cnc21,-1,3,10,-5,0,-4,-1,-5,-2.9
CCCC(=O)N=C1SC2CS(=O)(=O)CC2N1c1ccc(CC)cc1 (stereo not given),-4,5,3,-4,-2,2,0,1,0.2
O=C(COc1ccc(Cl)cc1Cl)Nc1cccnc1,4,-3,5,-3,3,5,-1,-10,-1.6
Cc1nnc2n(C3CCCCC3)c(=O)c3c4c(sc3n12)COC(C)(C)C4,2,-1,7,1,0,0,-1,3,2.5
COc1ccccc1CCNC(=O)C1CCC(=O)N(C2CC2)C1 (stereo not given),4,-1,4,4,2,3,0,-7,2.0
CC(=O)c1cccc(N(C(=O)c2ccccn2)C(C(=O)NC2CCCCC2)c2ccccc2)c1 (stereo not given),7,0,-1,0,5,-1,0,0,2.9
CCN(CC)C(=O)Oc1cc(COC)nc(-c2ccccc2)n1,x,0,1,1,3,4,2,0,-1.8
CCc1c(C(C)S(=O)(=O)c2ccc(C)cc2)[nH]c(=O)n1-c1ccc(C)cc1 (stereo not given),-5,-2,9,2,9,17,5,0,1.9

mol,PAFAH1B2 FP inh,pPAFAH FP inh,BCLXL inh,Fam108B counter,GLD-1 TGE inh,MCL1 BIM primary,AHR act,PME-1 inh,MEX-5 binding
COc1ccc(-c2nsc3c(N4CCCC4)ncnc23)cc1,4,-1,7,1,7,5,-1,-1,-1.7
Cc1cccc(Oc2ncnc(N)c2[N+](=O)[O-])c1,1,4,5,3,1,9,2,-1,-7.4
Cc1cc2c(OCC(O)CNC3CCCCC3)cccc2[nH]1 (stereo not given),5,1,-2,-1,-6,-2,-1,-4,-0.2
O=C(Cn1cnc2ccccc2c1=O)NCc1ccc2c(c1)OCO2,5,-6,4,-2,4,1,1,-6,x
O=C(NC(=S)NNC(=O)c1cccs1)c1ccco1,5,-1,5,-5,-1,3,14,3,-0.8
C=CCOC(=O)/C(=C\c1ccc(OC)cc1)NC(=O)c1ccco1,0,-1,7,1,4,3,4,-1,-1.3
CC1CN(CCC(=O)Nc2ccc3c(c2)OCO3)CC(C)O1 (stereo not given),1,4,5,10,-1,7,5,7,-0.9
COc1ccc(CNC(=O)COC(=O)CC2CCCC2)cc1,0,4,0,1,-6,-6,-1,7,1.2
Cc1ccc2c(Cl)cc(Cl)c(OCc3c(C)noc3C)c2n1,4,1,5,1,1,6,16,2,-2.4
